# Screens: PubChem, The Scripps Research Institute Molecular Screening Center
# TbREL1 inh – TbREL1 inhibition, primary screen; 89,000 compounds, 0.49% hits; inhibition, % at 9.66 µM; P86926; TbREL1 RNA ligation, FRET fluorescence;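 active = inhibition above the mean inhibition across all screened compounds plus 3 SD, cut at about 11% in these data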;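 also: 0% = plate median of test wells and 100% = NSC42067 control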
# Target sequence (P86926 whole entry, looked up): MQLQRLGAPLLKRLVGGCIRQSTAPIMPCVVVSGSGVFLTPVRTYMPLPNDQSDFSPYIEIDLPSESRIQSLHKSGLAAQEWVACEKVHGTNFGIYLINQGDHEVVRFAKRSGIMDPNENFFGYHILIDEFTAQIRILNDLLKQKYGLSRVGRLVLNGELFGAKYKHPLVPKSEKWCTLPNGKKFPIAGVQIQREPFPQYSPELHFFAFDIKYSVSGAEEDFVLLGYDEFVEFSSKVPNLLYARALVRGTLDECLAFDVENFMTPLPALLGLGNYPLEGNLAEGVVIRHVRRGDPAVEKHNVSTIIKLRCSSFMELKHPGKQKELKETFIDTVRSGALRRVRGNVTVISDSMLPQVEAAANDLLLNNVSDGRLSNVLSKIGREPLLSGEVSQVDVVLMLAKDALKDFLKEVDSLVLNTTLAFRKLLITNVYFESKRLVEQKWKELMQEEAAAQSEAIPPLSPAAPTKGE
# * hit, by the source's call. An excerpt. The share of hits here may be higher or lower than overall.
structure | TbREL1 inh
Cc1ccc(OCC(O)CNS(=O)(=O)c2ccccc2C(=O)N2CCCCC2)cc1 (stereo unspecified) | -1.6
CCC(=O)N1c2ccc(S(=O)(=O)CCC(=O)N3CCN(c4ccccc4)CC3)cc2CC1C (stereo unspecified) | -4.8
CCOc1ccc(NC(=O)Cc2ccc(S(=O)(=O)N3CCCCC3)cc2)cc1OCC | -2.2
S=C(NCc1ccco1)N/N=C/c1ccncc1 | -0.9
O=C(Nc1ccccc1)Nc1cccc2ccccc12 | -0.9
CCOc1nc2ccccc2cc1C=O | 0.2
CCOC(=O)C1CCN(C(=O)C2CCCN(S(=O)(=O)c3ccc(OC)c(Cl)c3)C2)CC1 (stereo unspecified) | 2.6
COc1ccc(NC(=S)N(CCN2CCCCC2)Cc2ccco2)cc1 | -2.5
Cc1ccc(S(=O)(=O)CC(=O)Nc2ncc([N+](=O)[O-])s2)cc1 | -0.4
COC(=O)C1=CN(c2c(C)cc(C)cc2C)C(N)=C(C#N)C1c1cccc(F)c1 (stereo unspecified) | -5.7
Cc1cccc(-n2cc(-c3ccccc3)c3c(=O)[nH]cnc32)c1 | -2.2
Cc1cc(C)nc(SCC(=O)Nn2cnnc2)n1 | 0.9
CN1CCN(NC(=O)c2cc(Br)ccc2Cl)CC1 | -3.6
COc1ccc(/C=C/C(=O)c2cccc(-n3cnnn3)c2)cc1O | 4.6
Cc1cc2cc(CNC(=S)NC3CCCCC3)ccc2n1C | -9.4

# Going on with the list:
structure | TbREL1 inh
CC(CN1CCOCC1)OC(=O)C(c1ccccc1)c1ccccc1 (stereo unspecified) | -1.5
CCOc1ccccc1NC(=O)N1CCCC1C(=O)NCc1ccco1 (stereo unspecified) | 1.2
COc1cccc(/C=C/C(=O)Nc2ccc(C(=O)Nc3cccc(S(N)(=O)=O)c3)cc2)c1OC | -2.3
O=C(OC1CCOC1=O)c1cc(-c2ccc(Br)cc2)nc2ccccc12 (stereo unspecified) | 8.2
CCOC(=O)c1sc2ccc(S(=O)(=O)N3CCOCC3)cc2c1N | 5.6
COc1ccccc1CCNC(=O)C(=O)NCC1OCCN1S(=O)(=O)c1ccc(Br)cc1 (stereo unspecified) | -1.7
Nc1nc(SCc2ccc3c(c2)OCCO3)n[nH]1 | 1.4
COc1ccccc1CN(C)C(=O)c1ccc(COc2ccccc2)cc1 | 3.1
Cc1ccc(N=Nc2c(C)[nH]n(-c3ccccc3)c2=O)cc1Br | 1.7
O=C(c1ccco1)N1CCN(C(c2ccccc2)c2nnnn2Cc2cccs2)CC1 (stereo unspecified) | -1.3
CCOc1ccccc1NC(=O)NCc1ccc2c(c1)OCO2 | -1.6
Cc1ccc2nc(C(F)OC(F)(F)F)[nH]c2c1 (stereo unspecified) | 0.1
CC(C)C[C@H](NC(=O)OC(C)(C)C)c1n[nH]c(=S)n1N | 0.4
N#Cc1cccc(-n2cc(COC(=O)NCCc3ccccc3)nn2)c1 | -3.2
CCOC(=O)c1sc2nccc(N(C)C)c2c1N=CNOCc1c(F)cccc1Cl | 3.5

# Next part.
structure | TbREL1 inh
CC(=O)NCCOC(=O)Nc1cccnc1 | 1.3
Cc1cc(N)n(-c2ccc(S(=O)(=O)N3CCOCC3)cc2[N+](=O)[O-])n1 | 0.2
O=C(Nc1ccc(Cl)cn1)c1cccc(S(=O)(=O)N2CCOCC2)c1 | -0.4
CCN(C(=O)CSc1nnc(-c2ccc(OC(F)F)cc2)n1N)C1CCS(=O)(=O)C1 (stereo unspecified) | -0.6
Cc1ccc2c(COC(=O)CNC(=O)c3ccccc3)cc(=O)oc2c1 | -1.7
CCSC1=N/C(=C\c2cccc(F)c2)C(=O)S1 | -3.7
Cc1[nH]c2ccc(F)cc2c1CCNC(=O)C1CCCCC1C(=O)OCC(F)(F)F (stereo unspecified) | 3.7
COC(=O)N/N=C/c1cc(C)n(-c2ccc(F)cc2)c1C | -6.0
O=C(Nc1cc(-c2nc3ncccc3o2)ccc1Cl)c1ccc2c(c1)OCO2 | 1.0
CCCCn1c(N)c(N(CC(C)C)C(=O)CSc2nnc(-c3ccc(Cl)cc3)o2)c(=O)[nH]c1=O | 1.9
O=C(O)c1cn(Cc2ccccc2)c2ccc(Cl)cc2c1=O | 1.5
CC(=O)N/N=C/c1cc(C(C)C)cc(/C=N/NC(C)=O)c1O | 3.8
COc1ccc(C(=O)NCc2nnc(SCC(=O)Nc3ccccc3OC)n2C)cc1 | 2.2
CC(C)(C)SC(=O)CC1NS(=O)(=O)OC2CCCCC12 (stereo unspecified) | 0.8
Nc1ccc2c(c1)COc1ccccc1O2 | -1.0

# More results.
structure | TbREL1 inh
CN(C(=O)COC(=O)Cn1c(C(F)(F)F)nc2ccccc21)c1c(N)n(Cc2ccccc2)c(=O)[nH]c1=O | 0.6
O=C(c1ccco1)N1CCN(C(c2ccccc2Cl)c2nnnn2Cc2cccs2)CC1 (stereo unspecified) | -1.3
COc1ccc(Cl)cc1NC(=O)CN(C)C(=O)CCC(=O)c1cc(C)sc1C | -2.4
Cc1ccc(S(=O)(=O)N(C)C[C@@H]2OCc3cn(nn3)CCCC(=O)N([C@@H](C)CO)C[C@H]2C)cc1 | -0.3
S=C1NC(c2ccccc2)N2C(=S)NC(c3ccccc3)N12 (stereo unspecified) | -1.2
O=C(COC(=O)COc1ccccc1)Nc1ncc([N+](=O)[O-])s1 | 4.2
O=C(N/N=C/c1ccncc1)c1nc2ccccc2c(=O)[nH]1 | 0.9
O=C1C=C(Nc2ccc(F)cc2)c2ccccc2C1=O | -3.8
Cc1cc(NC(=O)CC2CCCC2)n(-c2nc3ccccc3[nH]2)n1 | -1.6
CC(=O)Cc1nsc(NC(=O)c2ccc(COc3cccc(C)c3)o2)n1 | 1.6
NS(=O)(=O)c1ccc(N/N=C/c2ccc(O)cc2O)c([N+](=O)[O-])c1 | 1.2
CCN(CC(=O)N1CCC(C)CC1)S(=O)(=O)c1ccc(C)cc1 | 0.0
CS(=O)(=O)N1CCN(C(=O)Cc2cccs2)CC1 | 2.2
CC(C)CC(NS(=O)(=O)c1ccc2c(c1)oc(=O)n2C)C(=O)NC1CCCc2ccccc21 (stereo unspecified) | 2.5
CC(C)Cc1nnc(NC(=O)c2ccc3c(c2)NC(=O)C(C)S3)s1 (stereo unspecified) | -1.8

# Additional structures:
structure | TbREL1 inh
Cc1ccc(N(C(=O)c2ccco2)C(C(=O)NC2CCCC2)c2cccnc2)cc1C (stereo unspecified) | -0.3
COc1ccc(CNC(=O)COC(=O)C(CCSC)N2C(=O)c3ccccc3C2=O)cc1 (stereo unspecified) | 4.4
CCS(=O)(=O)c1ccc2c(c1)NC(=O)C(CCCl)O2 (stereo unspecified) | -0.5
CN=C(c1ccco1)n1c(=S)nc(-c2ccco2)n(C)c1=S | 3.2
COc1ccc(C2CC(C)=C(C#N)S(=O)(=O)C2C#N)cc1 (stereo unspecified) | -4.8
CCOc1ccccc1/C=N/Nc1ccccc1[N+](=O)[O-] | 0.6
O=C(CSc1ccc(F)cc1)NNC(=O)c1ccccc1Br | 0.9
Cn1cnnc1SCc1nc(N)nc(Nc2ccccc2)n1 | -2.0
Cc1cc2nc(-c3ccc(SCc4ccc(C(=O)O)cc4)nc3)[nH]c2cc1C | -3.2
CCOC(=O)c1ccccc1NC(=O)CSc1nnc(COc2ccccc2)n1CC | -0.3
COc1ccc(C(=O)c2ccccc2)c2c(O)ccc(C(=O)c3ccccc3)c12 | 3.5
CN(/N=C/c1cccnc1)c1cnn(-c2ccc(F)c(Cl)c2)c(=O)c1Cl | 0.1
O=C(CC1SC(=Nc2ccc(OC(F)F)cc2)N(CCN2CCOCC2)C1=O)Nc1ccccc1 (stereo unspecified) | 0.0
CSc1ccc(CN2CCC(n3nccc3NC(=O)C3CCOC3)CC2)cc1 (stereo unspecified) | -2.5
O=C(COC(=O)c1ccccc1Br)NC1CCCCCCC1 | 0.3

# Given as labelled records: 4 of the compounds above
compound: Cn1cnnc1SCc1nc(N)nc(Nc2ccccc2)n1
  TbREL1 inh: -2.0

compound: Cc1cc2nc(-c3ccc(SCc4ccc(C(=O)O)cc4)nc3)[nH]c2cc1C
  TbREL1 inh: -3.2

compound: CCOC(=O)c1ccccc1NC(=O)CSc1nnc(COc2ccccc2)n1CC
  TbREL1 inh: -0.3

compound: COc1ccc(C(=O)c2ccccc2)c2c(O)ccc(C(=O)c3ccccc3)c12
  TbREL1 inh: 3.5

# Remaining list, next part:
structure | TbREL1 inh
CS(=O)(=O)N1N=C(c2ccccc2)CC1c1cccs1 (stereo unspecified) | -1.7
O=C(CCn1c(=O)c2ccccc2n(Cc2cccc([N+](=O)[O-])c2)c1=O)N1CCc2ccccc2C1 | 0.9
O=C(COc1ccccc1)Nc1cc(NC(=O)COc2ccccc2)cc(C(=O)O)c1 | 0.7
COC(=O)[C@@]1(Cc2ccc(OC)cc2)[C@H]2c3cc(C(=O)N4CCCC4)n(Cc4ccc(S(C)(=O)=O)cc4)c3C[C@H]2CN1C(=O)c1ccccc1 | 3.1
CCn1c(SCC(=O)Nc2ccc3c(c2)OCCO3)nnc1C1CC1 | -0.5
COc1ccc(OC)c(S(=O)(=O)N2CCCC(C(=O)Nc3c(C)n(C)n(-c4ccccc4)c3=O)C2)c1 (stereo unspecified) | -0.3
Cc1ccc(OCC(=O)N(Cc2ccccc2)c2c(N)n(Cc3ccccc3)c(=O)[nH]c2=O)c(C)c1 | 2.2
CC(C)C(=O)NC(=S)Nc1ccc(S(=O)(=O)N(C)Cc2ccccc2)cc1 | -2.5
Nn1c(SCC(=O)Nc2ccc(F)cc2)nnc1C1CCCCC1 | -0.1
O=C(NCc1ccco1)c1ccc(Br)s1 | -0.3
N#CCC(=O)Nc1sc2c(c1C(N)=O)CCCC2 | -0.5
CC(C)(C)NC(=O)CN(C(=O)C(=O)Nc1ccc2c(c1)OCCO2)C1CC1 | 0.1
COc1ccc(-c2oc(NC(=O)CSc3nncn3C)c(C#N)c2-c2ccc(OC)cc2)cc1 | -0.8
Cc1ccc(NC(=O)CSc2nnc(-c3ccncc3)n2C)cc1C | -1.6
CC(=O)NCCNC(=O)CCNC(=O)c1ccc(Cl)cc1 | -0.4

# Further records:
structure | TbREL1 inh
CCN(CC)CCCNC(=O)CCC(=O)Nc1ccc2nc(N3CCC(C)CC3)cc(C)c2c1 | 0.8
Cc1nnc(SCc2cccc(Oc3ccccc3)c2)n1N | 2.1
Cc1ccc(S(=O)(=O)CCC(=O)Nc2nnc(-c3ccco3)o2)cc1 | 7.3
Cc1ccc(C(=O)NNC(=O)COc2ccc(Cl)cc2C)o1 | -1.8
CC(C)CN(C(=O)CCC(=O)OC(C)C(=O)Nc1cccc(C#N)c1)c1c(N)n(CC(C)C)c(=O)[nH]c1=O (stereo unspecified) | -3.6
CCOC(=O)Cc1c(C)nc2cc(-c3ccc(C(C)(C)C)cc3)[nH]n2c1=O | -3.4
CCCOc1ccc(C(=O)CCC(=O)Nc2ccc(N3CCN(C)CC3)cc2)cc1 | -0.8
Cc1ccc(-n2c(SCC(=O)Nc3cccc4ccccc34)nnc2-c2ccco2)cc1 | 0.9
Cc1ccc(S(=O)(=O)CCSc2n[nH]c(=O)n2-c2ccccc2)cc1 | 0.9
CCN(CC)CCC(c1cc(OC)c(OC)c(OC)c1)c1c(OC)cc(OC)c2c(-c3ccccc3)cc(=O)oc12 (stereo unspecified) | 7.1
COc1ccc(NC(=O)Nc2ccc(C(=O)N3CCOCC3)cc2)cc1OC | 1.4
CCCNc1nc(C)cc(-c2cc(-c3ccc(Cl)cc3)on2)n1 | 1.3
CN(N)c1ccc2c(C(F)(F)F)cc(C(F)(F)F)nc2n1 | -4.0
COc1ccc(S(=O)(=O)Nc2ccc3c(c2)C(=O)N([C@@H](C)CO)C[C@H](C)[C@H](CN(C)S(=O)(=O)c2ccc(F)cc2)O3)cc1 | -2.9
COc1cc2c(cc1OC)-c1nnnn1C(C)(C)C2 | -0.1

# Continuation:
structure | TbREL1 inh
COC(=O)c1sccc1N/N=C/c1cccc(Oc2ccccc2)c1 | 0.8
C=C1CCN([C@@H](Cc2ccccc2)C(=O)NCc2ccc(Cl)c(Cl)c2)S(=O)(=O)c2ccccc21 | -0.8
CCN(C[C@H]1N[C@@](Cc2ccccc2)(C(=O)OC)[C@H]2C(=O)N(Cc3ccccc3)C(=O)[C@@H]12)S(=O)(=O)c1ccccc1 | -0.3
COc1cccc(NC(=S)NNC(=O)CCn2cc([N+](=O)[O-])cn2)c1 | -7.0
CCc1cccc(C)c1NC(=O)C1CCCN(S(C)(=O)=O)C1 (stereo unspecified) | 1.4
CC(NS(=O)(=O)c1ccc(Cl)cc1)C(=O)OCC(=O)Nc1ccc(N(C)C)cc1 (stereo unspecified) | -7.2
Cc1nnc(SCC(=O)NNC(=O)COc2ccc(Cl)cc2)s1 | 0.3
N#Cc1ccc(C(=O)CN2CCN(c3ccccc3)CC2)cc1 | 3.0
COc1ccc2sc(-c3ccc(N(C)C)cc3)c(C#CCO)c2c1 | 2.8
COc1cccc(C(=O)N2C(C(=O)O)CSC2c2ccccc2Cl)c1 (stereo unspecified) | 1.0
Cn1ccnc1SCC(=O)Nc1ccc(SC(F)F)cc1 | 6.8
CCCSc1nnc(Cn2c(=O)sc3ccccc32)n1-c1ccccc1 | -2.1
C=CCNC(=O)c1onc(CSc2cccc(OCC)c2)c1C(=O)O | 1.9
Cc1cc(/N=C/C=C2\N(C)c3ccccc3C2(C)C)n(CCC#N)n1 | 0.4
Cc1cccc(N(CC(=O)N2CCOCC2)S(C)(=O)=O)c1C | 1.3

# (cont.)
structure | TbREL1 inh
Cc1ccc(S(=O)(=O)N(C)c2ccc(C(=O)NCC(c3cccs3)N3CCOCC3)cc2)cc1 (stereo unspecified) | 5.5
CCCN(CCC)C(=O)COc1cc(=O)n(CC)c2ccccc12 | -1.1
COC(C[C@@H](O)CC(=O)[C@@H](C)OCc1ccccc1)OC | -1.3
O=C(c1ccccc1F)N(Cc1ccccc1)C1CCS(=O)(=O)C1 (stereo unspecified) | 0.5
CSc1cc(-c2ccc(Cl)cc2)c(C(=O)NC(C)C)s1 | -2.0
O=C(OCc1c(-c2ccccc2)ncc2ccccc12)N1CCOCC1 | -1.5
CSc1ncccc1C(=O)OCC(=O)NC(=O)NCCC(C)C | -1.4
